Screening results (PubChem)
MEX-5 binding: C. elegans MEX-5 TCR-2 RNA binding activity | activity score (negative = inhibition of binding), % at 10 µM | AID 1832 | hit rate 0.38% among 300,000 | MEX-5/FITC-TCR2 RNA binding, fluorescence polarization; hits give low values;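 active = inhibition past about -25% in most replicates, and total fluorescence under double the plate's negative control median, limit read from the data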;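 also: 0% = DMSO and -100% = 5 µM competing unlabeled TCR2 RNA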
EBNA-1 inhibitor: blocks EBNA-1 binding to DNA. inhibition, % at 14.8 µM. hit rate 0.34% among 300,000. EBNA-1 DNA binding, fluorescence polarization; in the data active = inhibition above about 28%
GLD-1 TGE inh: GLD-1-TGE RNA interaction inhibition (C. elegans). Q17339. purified GLD-1 + fluorescein TGE RNA, fluorescence polarization. inhibition, % at 5.96 µM. hit rate 0.44% among 320,000;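 active = percent inhibition above a per-plate cutoff, the plate mean of test compounds plus 3 SD, cut at about 30% in these data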;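 also: 0% = DMSO wells with GLD-1 and probe and 100% = wells lacking GLD-1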
Target sequence (Q17339 whole entry, looked up): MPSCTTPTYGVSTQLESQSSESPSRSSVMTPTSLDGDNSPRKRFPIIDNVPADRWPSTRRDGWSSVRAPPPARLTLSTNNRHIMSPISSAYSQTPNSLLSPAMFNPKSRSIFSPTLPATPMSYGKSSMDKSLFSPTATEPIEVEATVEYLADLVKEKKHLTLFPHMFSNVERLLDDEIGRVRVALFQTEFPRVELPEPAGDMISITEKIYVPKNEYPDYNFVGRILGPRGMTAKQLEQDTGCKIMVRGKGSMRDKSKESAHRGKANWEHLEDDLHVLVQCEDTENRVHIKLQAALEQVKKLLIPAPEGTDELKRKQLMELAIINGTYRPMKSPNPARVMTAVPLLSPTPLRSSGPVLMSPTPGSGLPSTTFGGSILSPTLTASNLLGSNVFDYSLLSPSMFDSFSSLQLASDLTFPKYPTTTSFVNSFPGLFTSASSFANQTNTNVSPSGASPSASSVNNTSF
ZTA DNA inh: blocks Epstein-Barr virus ZTA, an EBNA-1 counter-screen | hit rate 0.15% among 320,000 | ZTA-DNA binding, fluorescence polarization | AID 2234 | inhibition, % at 11 µM; in the data active = inhibition above about 33%
Target sequence (P03206 whole entry, looked up): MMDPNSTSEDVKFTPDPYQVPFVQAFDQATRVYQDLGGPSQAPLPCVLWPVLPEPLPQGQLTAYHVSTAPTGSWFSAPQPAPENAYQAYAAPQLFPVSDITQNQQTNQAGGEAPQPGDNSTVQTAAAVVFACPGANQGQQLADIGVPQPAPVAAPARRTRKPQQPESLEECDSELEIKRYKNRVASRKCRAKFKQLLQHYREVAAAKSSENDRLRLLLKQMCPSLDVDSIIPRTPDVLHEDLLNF
Yeast superoxide: caloric restriction mimetics inhibiting age-related superoxide in yeast | superoxide response (% of plate mean), % at 10 µM | S. cerevisiae aged cells, superoxide DHE fluorescence; hits give low values | hit rate 0.18% among 330,000;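 active = superoxide response under a set limit, about three screen SD below normal, cut at about 65% in these data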;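 also: yeast aged for seven days with compound at 30 °C before DHE staining; 100% = average MFI of all compound-treated wells on the plate with controls excluded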
Bcl-xL primary: blocks human Bcl-xL binding to Bim BH3 peptide. GST-Bcl-xL / FITC-Bim BH3 peptide fluorescence polarization. inhibition, % at 10.9 µM. hit rate 0.7% among 320,000. AID 2129;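 active = inhibition above the mean of all tested compounds plus 3 SD, cutoff set per campaign, cut at about 30% in these data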;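 also: 0% = DMSO wells and 100% = unlabeled Bim-BH3 peptide competitor; inhibitors lower millipolarization by displacing the labeled peptide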
Target sequence (Q07817 whole entry, looked up): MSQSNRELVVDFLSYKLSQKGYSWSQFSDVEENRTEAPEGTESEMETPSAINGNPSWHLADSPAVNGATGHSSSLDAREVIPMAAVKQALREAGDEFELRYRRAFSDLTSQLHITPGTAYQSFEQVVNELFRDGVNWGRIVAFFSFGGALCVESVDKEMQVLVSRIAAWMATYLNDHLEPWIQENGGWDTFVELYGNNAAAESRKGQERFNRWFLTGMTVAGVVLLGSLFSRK
Fam108B counter: counter-screen for RBBP9 inhibitors: inhibitors of mouse Fam108B. recombinant Fam108B, FP-Rh probe fluorescence polarization. inhibition, % at 9.51 µM. hit rate 0.33% among 300,000;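 active = inhibition above the screen mean inhibition plus 3 SD, computed separately per campaign, cut at about 18% in these data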;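 also: inhibitors lower polarization as less probe binds the enzyme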
MCL1 BIM primary: inhibitors of human MCL1 binding to BIM-BH3 peptide; Q07820; GST-MCL1 / FITC-Bim-BH3 fluorescence polarization; inhibition, % at 10.9 µM; hit rate 0.68% among 320,000;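 active = inhibition above the mean inhibition of all tested compounds plus 3 SD, set per campaign, cut at about 40% in these data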;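 also: 0% = DMSO wells and 100% = unlabeled Bim-BH3 peptide control; higher means more loss of mP so more displacement of Bim peptide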
Efflux pump mplx: inhibitors of Candida antifungal efflux pumps expressed in yeast. S. cerevisiae Candida pump triplex, Nile Red efflux. inhibition, % at 10 µM. hit rate 0.44% among 330,000. AID 485275;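 active = plate passing quality check with inhibition over a set limit, or well fluorescence over plate mean plus 4 SD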;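 also: Nile Red retained in pooled yeast measured as flow cytometry median fluorescence; 0% = buffer negative control and 100% = Enniatin B positive control; higher means more Nile Red kept so more efflux inhibition; some compounds called inactive have numbers as strong as hits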
* hit, by the source's call; nt = not tested or not shown; & = joins results of further samples.

#1 O=C(O)c1ccccc1/C=N/Nc1nc(N2CCCCC2)nc(N2CCCCC2)n1
#2 CN(CCc1ccccn1)C(=O)CCC1CCCN(C(=O)c2cccc(N(C)C)c2)C1 (configuration not stated)
#3 CC(CC(=O)O)CC(=O)Nc1cc(C(F)(F)F)cc(C(F)(F)F)c1 (configuration not stated)
#4 O=C(O)c1ccc(CSc2nnc(Cc3ccccc3)o2)cc1
#5 N#Cc1c2ccccc2nc2ccccc12

assay / entry	1	2	3	4	5
MEX-5 binding	-2.9	0.6	1.4	-0.5	1.6
EBNA-1 inhibitor	9	6	1	11	-7
GLD-1 TGE inh	3	4	1	-1	6
ZTA DNA inh	0	9	0	17	-14
Yeast superoxide	98	108	101	96	129
Bcl-xL primary	4	3	-4	9	37*
Fam108B counter	-2	1	4	-5	3
MCL1 BIM primary	5	-4	1	10	7
Efflux pump mplx	-0.1	0.0	-0.1	-0.1	0.1

#6 O=C(Nc1c2c(nn1-c1ccc(F)cc1)CS(=O)C2)c1ccco1 (configuration not stated)
#7 CN(C)S(=O)(=O)c1ccc(C(=O)Oc2cc(=O)[nH]c3ccccc23)cc1
#8 Cc1nc(-c2ccccc2)cn2c1nc1ccccc12
#9 CCN(CC)C(NC(=O)c1ccccc1)C(=O)c1ccccc1 (configuration not stated)
#10 CNC(=S)N1C2CCCC1CC(NC(=O)c1ccc(F)cc1)C2 (configuration not stated)

assay / entry	6	7	8	9	10
MEX-5 binding	1.5	-1.6	-2.5	5.1	-0.2
EBNA-1 inhibitor	5	-6	8	-8	5
GLD-1 TGE inh	-2	1	1	-5	3
ZTA DNA inh	-2	12	7	-8	-9
Yeast superoxide	101	108	85	94	111
Bcl-xL primary	1	-2	2	-5	11
Fam108B counter	4	-2	2	-5	-1
MCL1 BIM primary	-6	-9	-1	-6	8
Efflux pump mplx	-0.1	0.1	0.0	0.0	0.1

#11 COc1ccc(/C=N/Nc2cc(OC)ncn2)cc1
#12 Cc1cc(C)n2cc(CSc3nncn3C)nc2n1
#13 O=C1/C(=N\S(=O)(=O)c2cccs2)C([n+]2ccc(CCCc3ccccc3)cc2)=C([O-])c2ccccc21
#14 COc1ccc(CCN2CC(C(=O)N(C)Cc3ccc4nsnc4c3)CCC2=O)cc1 (configuration not stated)
#15 COc1ccccc1N1CCN(C2CCCN(C(=O)c3ccnc4ccc(C)cc34)C2)CC1 (configuration not stated)

assay / entry	11	12	13	14	15
MEX-5 binding	-11	-0.4	-40*	-0.4	-0.9
EBNA-1 inhibitor	4	-9	-10	5	-9
GLD-1 TGE inh	-6	6	3	-1	7
ZTA DNA inh	2	7	8	-3	5
Yeast superoxide	89	97	135	86	97
Bcl-xL primary	3	-2	13	0	6
Fam108B counter	8	-1	6	0	-2
MCL1 BIM primary	0	1	11	9	-6
Efflux pump mplx	-0.1	-0.1	-0.1	0.1	0.7

#16 COc1ccc(-c2cc(C(=O)Nc3c(C)nn(Cc4ccccc4Cl)c3C)no2)cc1
#17 CCc1c(O)nc(SCc2ccccc2)n(C(C)CC)c1=O (configuration not stated)
#18 O=S(=O)(N/N=C/c1ccc(N2CCOCC2)cc1)c1ccccc1
#19 COC(CNC(=O)CNC(=S)N(CCCN1CCOCC1)Cc1cccs1)OC
#20 CCCCN(C(=O)COC(=O)c1ccc(C=O)cc1)c1c(N)n(CCC)c(=O)[nH]c1=O

assay / entry	16	17	18	19	20
MEX-5 binding	-1.8	3.6	-2.1	0.9	nt
EBNA-1 inhibitor	49*	17	4	-9	nt
GLD-1 TGE inh	7	5	-9	-6	3
ZTA DNA inh	2	-2	8	4	10
Yeast superoxide	98	84	109	101	100
Bcl-xL primary	2	5	-1	0	2
Fam108B counter	1	0	2	0	nt
MCL1 BIM primary	0	3	-9	-8	0
Efflux pump mplx	-0.3	-0.2	0.0	0.2	0.0

#21 O=C(COc1ccccc1-c1ccccc1)N/N=C/c1ccccn1
#22 COc1ccccc1C(=O)NC(=S)N1CCCc2ccccc21
#23 CC(=O)Cc1nsc(NC(=O)C2Cc3ccccc3C(=O)O2)n1 (configuration not stated)
#24 COc1ccc(C)cc1N(CC(=O)N1CCCCCC1)S(=O)(=O)c1ccc(C)cc1
#25 CCCc1ccc(OCC(O)CN2CCN(c3ccccn3)CC2)cc1 (configuration not stated)

assay / entry	21	22	23	24	25
MEX-5 binding	0.5	2.3	-1.9	3.3	-1.1
EBNA-1 inhibitor	14	3	-8	0	4
GLD-1 TGE inh	3	7	2	6	4
ZTA DNA inh	-2	18	2	-5	-11
Yeast superoxide	66	99	125	98	96
Bcl-xL primary	-5	1	-4	8	8
Fam108B counter	3	0	-1	0	2
MCL1 BIM primary	-1	7	1	12	-2
Efflux pump mplx	0.0	0.0	0.2	0.0	0.2

#26 Cc1ccc(NC(=O)CCN2CC(C)OC(C)C2)cc1 (configuration not stated)
#27 CCOc1ccc(N(CC(=O)NC2CCCCC2)C(=O)CNC(=O)c2cccs2)cc1
#28 Cc1ccc(C2(c3noc(CN(C)Cc4cccnc4)n3)CCCC2)cc1
#29 COC(=O)COc1cccc2c(=O)n(CC(=O)N3CCCc4ccccc43)ccc12
#30 Clc1ccc(-c2nnc(CSc3nnc(-c4cccs4)n3Cc3ccccc3)o2)cc1

assay / entry	26	27	28	29	30
MEX-5 binding	-0.3	0.1	-6.0	2.7	-0.8
EBNA-1 inhibitor	6	5	0	0	7
GLD-1 TGE inh	2	-4	0	-1	5
ZTA DNA inh	-1	-5	10	18	2
Yeast superoxide	99	89	108	101	99
Bcl-xL primary	-7	3	7	3	2
Fam108B counter	-1	3	5	2	1
MCL1 BIM primary	-5	9	-5	-2	3
Efflux pump mplx	-0.1	-0.1	0.1	0.0	0.2

#31 COc1ccc(NC(=O)c2oc3ccccc3c2NC(=O)C2CC2)cc1OC
#32 COc1ccc(NC(=O)c2nc[nH]c2C(=O)N[C@H](C)c2ccccc2)cc1
#33 O=C(O)C1C2C=CC(C2)C1C(=O)NCc1ccoc1 (configuration not stated)
#34 CCC(C)c1ccccc1N1CC(C(=O)NCCC2=CCCCC2)CC1=O (configuration not stated)
#35 Cc1ccc(C)c(OCCC(=O)OCC(=O)Nc2ccc(C)c(S(=O)(=O)N3CCCCC3)c2)c1

assay / entry	31	32	33	34	35
MEX-5 binding	0.0	2.3	-3.5	nt	1.1
EBNA-1 inhibitor	6	-2	-6	nt	1
GLD-1 TGE inh	5	12	-2	0	11
ZTA DNA inh	-12	-35	17	-10	2
Yeast superoxide	103	104	113	101	97
Bcl-xL primary	7	8	3	0	-1
Fam108B counter	5	4	-4	nt	-34
MCL1 BIM primary	7	6	7	-1	-5
Efflux pump mplx	0.7	-0.1	0.1	-0.2	-0.1

#36 CC(C)(C)c1ccc(C(=O)NNC(=S)NCC2CCCO2)cc1 (configuration not stated)
#37 COc1ccc(N2CCN(C(=O)C3CC(O)CN3S(=O)(=O)c3ccc([N+](=O)[O-])cc3)CC2)cc1 (configuration not stated)
#38 Cc1ccc(-n2c(Cc3cccn3C)nnc2SCC(=O)NC2CCCCC2)cc1
#39 COc1ccc(/C(O)=C2/C(=O)C(=O)N(c3ncccn3)C2c2ccc(C(C)(C)C)cc2)cc1 (configuration not stated)
#40 CCOC(=O)N1CCN(C(=O)C2CCN(S(=O)(=O)c3ccc(OCC)cc3)CC2)CC1

assay / entry	36	37	38	39	40
MEX-5 binding	2.3	-1.9	-2.1	1.8	-2.3
EBNA-1 inhibitor	0	6	-1	12	-4
GLD-1 TGE inh	3	2	-5	5	-4
ZTA DNA inh	-19	14	-4	16	-1
Yeast superoxide	100	122	103	96	115
Bcl-xL primary	6	2	2	6	1
Fam108B counter	2	5	0	3	-4
MCL1 BIM primary	6	6	-1	6	0
Efflux pump mplx	0.1	-0.1	0.2	0.0	0.1

#41 COc1ccc(-n2c(=O)c3ccccc3n(Cc3ccc(F)cc3)c2=O)cc1OC
#42 Cc1ccc(-n2nc3c(=O)n(CC(=O)c4ccc(F)cc4)nc(C)c3c2C)cc1
#43 Oc1c(C=C2N=c3ccccc3=N2)sc(=S)n1-c1ccc(F)cc1
#44 CCN1CCN(c2ccc(S(=O)(=O)N3CCOCC3)cc2NC(=O)CCSC)CC1
#45 O=C1CC(c2ccc(F)cc2)SC(N(c2ccccc2)c2ccccc2)=N1 (configuration not stated)

assay / entry	41	42	43	44	45
MEX-5 binding	-1.9	0.3	0.3&-0.1	nt	2.9
EBNA-1 inhibitor	-7	21	-3&-6	nt	2
GLD-1 TGE inh	2	4	-2&-7	-3	2
ZTA DNA inh	-1	-9	5&4	1	7
Yeast superoxide	110	101	101&105	106	103
Bcl-xL primary	9	-1	3&5	4	3
Fam108B counter	-1	0	4&2	nt	-2
MCL1 BIM primary	9	4	7&3	5	5
Efflux pump mplx	0.0	-0.3	-0.2&-0.1	-0.1	0.1

#46 CCOC(=O)[C@H]1[C@H]2COc3ccc(Cl)cc3[C@@H]2N2C(=O)c3cc(F)c(F)cc3NC(=O)[C@@]12C
#47 O=c1cc(CO)occ1OCc1ccccc1
#48 COc1ccc(-c2csc(NC(=O)CSCC(=O)Nc3cc(C)on3)n2)cc1
#49 CC(C)Oc1ccc(CCC(=O)NNC(=S)NCc2ccccc2)cc1
#50 O=C(C1CC(=O)N(C2CCCC2)C1)N1CCC(Cc2ccccc2)CC1 (configuration not stated)

assay / entry	46	47	48	49	50
MEX-5 binding	nt	-1.0	nt	1.8	-0.3
EBNA-1 inhibitor	-9	-17	nt	5	1
GLD-1 TGE inh	7	2	2	-2	4
ZTA DNA inh	4	-15	-1	-2	6
Yeast superoxide	nt	96	94	85	105
Bcl-xL primary	5	-1	4	-2	-2
Fam108B counter	-8	1	nt	6	1
MCL1 BIM primary	9	-3	-2	6	-5
Efflux pump mplx	nt	-0.1	-0.2	0.1	0.2

#51 COC(=O)/C=C\C(=O)Nc1cccc([N+](=O)[O-])c1
#52 COc1ccc(C2Nc3ccccc3NC3=C2C(=O)CC(C)(C)C3)c(OC)c1OC (configuration not stated)
#53 Cn1c(=O)c(-c2ccccc2)nc2ccccc21
#54 Cn1c(/C(C#N)=C(\O)c2ccc(Cl)s2)nc2ccccc21
#55 S=C(NCCc1ccccc1)N1CCOCC1

assay / entry	51	52	53	54	55
MEX-5 binding	-3.6	0.3	-3.0	-1.6	1.5
EBNA-1 inhibitor	7	2	-9	-13	-2
GLD-1 TGE inh	-5	7	3	-4	0
ZTA DNA inh	13	-10	-9	-15	-21
Yeast superoxide	78	93	104	108	113
Bcl-xL primary	0	4	1	-5	0
Fam108B counter	0	2	1	-3	-2
MCL1 BIM primary	2	8	3	-12	5
Efflux pump mplx	0.1	-0.2	0.2	0.2	-0.1

#56 Clc1ccc(-c2cn3c(n2)SCC3)cc1
#57 C=CCNC(=O)C1CC=CCC1C(=O)O (configuration not stated)
#58 CON(C)S(=O)(=O)c1cccc(C(=O)Oc2ccc(N(C)S(=O)(=O)c3ccccc3)cc2)c1
#59 COc1ccc(Cn2nnc3c(=O)[nH]c(C(=O)NCCc4ccc(F)cc4)nc32)cc1OC
#60 O=c1c(-c2ccc(O)cc2)coc2cc(O)ccc12
#61 Cc1ccc(-n2c(SCC(=O)Nc3cc(C)on3)nc3ccccc3c2=O)cc1
#62 Cc1ccccc1-c1nc(SCc2cccnc2)c2c(=O)n(C)c(=O)n(C)c2n1

assay / entry	56	57	58	59	60	61	62
MEX-5 binding	0.5	-2.9	0.5	-1.4	-2.4	3.8	-1.8
EBNA-1 inhibitor	-17	8	6	-3	-8	7	-1
GLD-1 TGE inh	0	8	-1	-2	-2	8	4
ZTA DNA inh	-3	3	-8	3	4	-12	-9
Yeast superoxide	100	100	119	111	103	103	104
Bcl-xL primary	3	4	5	4	3	-4	6
Fam108B counter	-1	-1	0	0	0	-2	2
MCL1 BIM primary	-9	-2	12	-2	-1	-8	5
Efflux pump mplx	0.0	-0.1	0.1	0.1	0.2	-0.2	-0.1
